# Bioassay records as filed in PubChem.
# CHO-K1 Ca PAM = nonselective calcium activators in parental CHO-K1 cells, primary screen, counter-screen for M1 PAM project, cell-based, Fluo-8 calcium fluorescence, full deck, 1536-well; ATP EC20; 0% at ATP EC20, 100% at ATP max; activation, % at 3 µM; 360,000 compounds, 0.02% hits; AID 602247, 2012;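 active = activation above the run cutoff, the mean activation of all test compounds plus 3 SD, cut at about 40% in these data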;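 note: peak over basal fluorescence ratio in a 140 s read after ATP addition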
# TAAR1 ag = human TAAR1 agonists, primary screen, Fluo-8 calcium fluorescence, CHO RD-HGA16 cells. vehicle wells 0%, saturating PEA agonist 100%. activation, % at 3 µM. 360,000 compounds, 0.99% hits;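 active = activation above the mean activation of all test compounds in the run plus 3 SD, cut at about 38% in these data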
# Target sequence (Q96RJ0 whole entry, looked up): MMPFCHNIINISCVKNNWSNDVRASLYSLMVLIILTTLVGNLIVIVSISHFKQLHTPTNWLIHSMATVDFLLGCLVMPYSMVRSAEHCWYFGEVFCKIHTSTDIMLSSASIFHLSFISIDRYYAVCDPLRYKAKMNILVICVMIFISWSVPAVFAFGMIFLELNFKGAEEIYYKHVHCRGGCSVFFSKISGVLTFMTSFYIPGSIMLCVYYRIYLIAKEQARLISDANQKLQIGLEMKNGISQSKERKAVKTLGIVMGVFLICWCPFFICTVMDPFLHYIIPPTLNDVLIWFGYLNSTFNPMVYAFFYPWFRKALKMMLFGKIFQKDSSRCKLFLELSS
#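 Repeats: no replicates (n 1) | Material: CHO-derived RD-HGA16 cells with stable Gα16 and human TAAR1 | Technique: Kinetic Fluo-8 calcium fluorescence | Schedule: 17-24 h seeding, 75 min 37 °C dye, 30 min RT | Evaluation: % activation from peak over basal fluorescence ratio, DMSO-to-PEA scaled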
# CHO-K1 Ca antag = nonselective inhibitor or artifact in parental CHO-K1 cells; ATP-induced calcium, Fluo-8 fluorescence; inhibition, % at 3 µM; 360,000 compounds, 0.6% hits;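 active = inhibition above a per-plate cutoff, the plate's mean sample inhibition plus 3 SD, cut at about 24% in these data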;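 note: 0% = DMSO plus EC80 ATP and 100% = DMSO alone without ATP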
# CHO parental Ca = ATP-evoked calcium signal inhibitors, parental CHO, primary screen, counter-screen for OX1R antagonist project, cell-based, fluorescence, Fluo-8 calcium dye | parental CHO-K1, ATP-induced calcium, Fluo-8 fluorescence | inhibition, % at 5.6 µM | 330,000 compounds, 0.63% hits | AID 463079, 2010;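 active = inhibition above that plate's mean sample inhibition plus 3 SD, cut at about 26% in these data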;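 note: 0% = ATP-challenged DMSO wells and 100% = DMSO wells without ATP; some compounds past the cut are filed as inactive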
#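 Assay system: parental CHO cells; Read-out basis: percent inhibition of ATP-evoked calcium rise, normalized to controls; Benchmarks: ATP and no-ATP DMSO wells; Compound dosing: single nominal dose of 5.6 µM per compound; Signal: Fluo-8 calcium dye fluorescence; Also added: ATP as calcium-mobilizing challenge; Repeats: singlicate.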
# TAAR1 antagonist = human TAAR1 antagonists, primary screen, Fluo-8 calcium fluorescence, CHO RD-HGA16 cells; Trace amine-associated receptor 1 (Homo sapiens), Q96RJ0; antagonist; inhibition, % at 3 µM; 360,000 compounds, 1.5% hits;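 active = inhibition above a per-plate cutoff, the mean inhibition of test compounds on that plate plus 3 SD, cut at about 49% in these data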;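 note: 0% = DMSO plus EC80 beta-PEA response and 100% = DMSO alone without agonist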
#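 Test system: hTAAR1-expressing CHO RD-HGA16 cells, Gα16-coupled; Probe or stimulus: EC80 β-phenethylamine stimulus; Compound dosing: single nominal final test compound concentration of 3 µM; Timing: 140 s kinetic read after compound, 140 s after agonist; Signal: Fluo-8 calcium-sensitive fluorescence; Measure: % inhibition of agonist calcium response; Controls: DMSO and EC80 PEA controls.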
# OXTR potentiator = human OXTR potentiators, primary screen, fluorescence, CHO-OTR cells, Fluo-8 calcium | Fluo-8 calcium fluorescence, potentiator mode; 0% = oxytocin EC15, 100% = EC100 | Oxytocin receptor (Homo sapiens), P30559 | 320,000 compounds, 0.061% hits | activation, % at 3 µM;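 active = activation above that plate's cutoff, the mean activation of tested compounds plus 3 SD, cut at about 6.6% in these data, passing the limit was not always enough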;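 note: 100% uses oxytocin at 75 nM as the full agonist control; some results filed as inactive read as strong as hits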
# Target sequence (P30559 whole entry, looked up): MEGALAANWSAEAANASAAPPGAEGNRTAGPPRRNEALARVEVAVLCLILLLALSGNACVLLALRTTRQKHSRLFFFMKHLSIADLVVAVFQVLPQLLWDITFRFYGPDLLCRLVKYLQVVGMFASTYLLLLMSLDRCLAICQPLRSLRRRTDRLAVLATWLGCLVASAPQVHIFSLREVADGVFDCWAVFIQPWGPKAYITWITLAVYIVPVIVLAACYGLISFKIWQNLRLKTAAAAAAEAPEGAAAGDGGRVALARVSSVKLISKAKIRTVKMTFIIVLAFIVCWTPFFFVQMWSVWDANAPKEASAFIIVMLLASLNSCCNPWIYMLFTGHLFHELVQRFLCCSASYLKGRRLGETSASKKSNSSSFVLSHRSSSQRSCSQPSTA
#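 System: human OTR in CHO cells; Also added: sub-maximal oxytocin, roughly EC15; Timing: compound 6 min at room temperature before oxytocin, 100 s read; Technique: Fluo-8 intracellular calcium fluorescence, ex 470-495, em 515-575 nm; Controls: oxytocin EC15 low and EC100 high; Replication: singlicate.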
# CHO-K1 Ca ag = counter-screen for M1 agonists: effect in parental CHO-K1 cells. Fluo-8 calcium fluorescence; scaled to maximal ATP response, vehicle zero. activation, % at 3 µM. 360,000 compounds, 0.48% hits; in the data active = activation above about 15%;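 note: untransfected CHO-K1 host cells lacking M1 receptor as counterscreen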
# CHRM1 antagonist = human M1 muscarinic receptor antagonists, primary screen, CHO-K1 cells, Fluo-8 calcium fluorescence, 1536-well. AID 588852, 2011. CHO-K1 hM1, ACh EC80 antagonist. Muscarinic acetylcholine receptor M1 (Homo sapiens), P11229. 360,000 compounds, 1.3% hits. inhibition, % at 3 µM;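 active = percent inhibition above its own plate's cutoff, namely the mean of that plate's compound wells plus 3 SD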;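 note: peak over basal fluorescence ratio during 140 s after agonist addition; 0% = ACh EC80 plus DMSO and 100% = DMSO alone without agonist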
# CHRM1 agonist = human M1 muscarinic receptor agonists, primary screen, Fluo-8 calcium fluorescence, CHO-K1 cells, HTS | Muscarinic acetylcholine receptor M1 (Homo sapiens), P11229 | CHO-K1 hM1, agonist mode; 0% DMSO, 100% acetylcholine EC100 | activation, % at 3 µM | 360,000 compounds, 0.33% hits;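 active = activation above the run's mean compound activation plus 3 SD, cut at about 16% in these data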;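 note: peak over basal fluorescence ratio within a 140 s kinetic read after compound addition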
# * = called active by the depositor; · = not tested or not shown.
SMILES,CHO-K1 Ca PAM,TAAR1 ag,CHO-K1 Ca antag,CHO parental Ca,TAAR1 antagonist,OXTR potentiator,CHO-K1 Ca ag,CHRM1 antagonist,CHRM1 agonist
O=C(NC1=NCCS1)c1ccc(Cl)c(S(=O)(=O)N2CCCCCC2)c1,14.9,6.7,-11.5,-10.5,-2.5,-8.0,3.2,-4.2,-3.6
COc1cccc(CNc2nc3cc(-c4ccsc4)sc3c(=O)n2C)c1OC,7.5,6.8,2.4,·,34.4,·,5.2,2.9,1.7
CCCCN1CC(COCc2ccccc2)Oc2cccc(Oc3ccc(C)cc3)c2S1(=O)=O (stereo not given),8.6,1.8,0.9,·,-10.9,·,0.8,-1.9,-0.1
COc1ccc(-c2cc(C(=O)N/N=C(\C)c3cccnc3)c3cc(C)ccc3n2)cc1OC,2.6,0.2,3.6,-32.1,14.1,-8.7,0.6,-12.8,-1.8
CCOC(=O)CC(=O)CSc1ncnc2c1nnn2-c1ccc(F)cc1,4.2,0.3,-11.8,-18.5,-9.4,-13.5,3.6,0.0,-2.4
Cc1c(NC(=O)COc2ccccc2Cl)c(=O)n(-c2ccccc2)n1C,6.5,-0.1,-7.9,-4.4,-20.0,-6.7,-0.2,-0.2,-7.3
CCCCCN(C(=O)CCC(=O)OCC(=O)c1c(C)cc(C)cc1C)c1c(N)n(CCCC)c(=O)[nH]c1=O,2.8,1.1,4.9,-22.7,6.3,-4.4,3.2,-19.5,-2.5
O=C(NCCC(=O)N1CCNC1=O)OCc1ccccc1,19.8,5.6,-10.9,-3.0,-13.0,-4.8,1.4,-9.9,-3.3
COc1cccc(/C=C2\Oc3cc(OC(=O)N4CCOCC4)ccc3C2=O)c1,9.7,-1.0,-2.8,-9.6,-16.9,4.6,1.6,-19.7,-1.2
CN(C)Cc1ccc(F)cc1Sc1cc(Cl)ccc1Cl,-12.1,17.2,16.5,-33.9,20.9,-8.7,-0.2,91.5*,-11.1
O=C(NNc1ccc([N+](=O)[O-])cc1)c1ccccc1Cl,-15.9,-2.5,13.7,-10.1,9.9,3.3,1.3,7.5,-0.9
CC(=O)Nc1ccc(NC(=S)NC(=O)c2cc3ccccc3o2)cc1,7.7,2.2,1.5,-19.3,-13.6,-4.1,1.4,4.8,0.6
c1ccc2cc(OCCOCCOc3ccc4ccccc4c3)ccc2c1,-7.5,1.7,-11.8,-19.4,0.6,-3.8,1.0,-12.5,-1.7
c1csc(CNCCCN2CCOCC2)c1,14.3,-3.7,-5.9,-4.8,5.3,-4.4,0.8,-8.3,-3.3
CCCNC(=O)C(Cc1ccccc1)NC(=O)c1ccc(-c2ccccc2)cc1 (stereo not given),-3.7,0.5,-9.4,-14.8,-0.6,-3.9,-0.2,5.1,-2.8
CC(C)COc1ccc(CN=C(N)N=C(N)N)cc1Cl,39.5,1.9,-15.3,-10.5,-5.0,-3.2,1.3,-2.7,-11.6
Cc1cc(=O)n2nc(N3CCCC(C(=O)NC(C)c4ccccc4)C3)sc2n1 (stereo not given),21.9,10.6,-26.8,-14.7,-10.8,-6.6,0.8,-11.8,-3.2
CCCOc1ccc(C(=O)Nc2ccc(N(C)C)cc2)cc1,10.1,10.4,-4.9,0.7,-9.7,-1.6,0.7,-1.1,-8.0
COc1ccc(NC(=O)COC(=O)C2CCCCC2)c([N+](=O)[O-])c1,-5.7,-0.9,0.8,-9.5,-16.0,-5.8,0.7,4.0,-5.3
CCOC(=O)c1ccc(NC(=O)N2CCCCC2)cc1,16.8,·,-9.3,-10.9,·,-10.0,0.5,-11.1,-6.3

# Reprinted from the results shown for reference:
SMILES,CHO-K1 Ca PAM,TAAR1 ag,CHO-K1 Ca antag,CHO parental Ca,TAAR1 antagonist,OXTR potentiator,CHO-K1 Ca ag,CHRM1 antagonist,CHRM1 agonist
COc1ccc(NC(=O)COC(=O)C2CCCCC2)c([N+](=O)[O-])c1,-5.7,-0.9,0.8,-9.5,-16.0,-5.8,0.7,4.0,-5.3
CCOC(=O)c1ccc(NC(=O)N2CCCCC2)cc1,16.8,·,-9.3,-10.9,·,-10.0,0.5,-11.1,-6.3

# Remaining list, next part:
SMILES,CHO-K1 Ca PAM,TAAR1 ag,CHO-K1 Ca antag,CHO parental Ca,TAAR1 antagonist,OXTR potentiator,CHO-K1 Ca ag,CHRM1 antagonist,CHRM1 agonist
CC(=O)Nc1ccc(/C=N/N2C(=O)NC(C)(c3ccc(OC(F)F)cc3)C2=O)cc1 (stereo not given),11.4,139.7*,-9.6,36.5*,97.4*,-18.6,6.0,11.5,26.8*
Cc1cc(NC(=O)Cn2nc(C(F)(F)F)c3c2CCC3)n(-c2ccccc2)n1,20.2,5.1,-11.3,-16.0,22.6,-11.0,0.8,-2.0,5.7
CCc1nc(Nc2ccc(F)cc2)c2oc3ccccc3c2n1,10.2,7.8,2.3,-33.0,8.4,-7.8,-0.5,-4.2,-9.7
COc1ccc(-c2ccc3ccccc3n2)cc1,-12.1,-1.0,1.6,-16.6,-6.4,-22.0,-0.3,13.1,-1.0
Cc1ccc(OCCn2cc(C=O)c3ccccc32)cc1,12.2,5.1,-9.2,-1.8,8.3,-10.9,3.9,2.7,-1.3
COc1ccc(C(C)=O)cc1COC(=O)CNC(=O)c1ccccc1F,11.3,4.3,-2.4,-10.4,13.1,-1.7,1.9,-10.2,-4.6
Cc1cc(C)n2c(SCC(=O)Nc3cc(S(=O)(=O)N(C)C)ccc3C)nnc2n1,14.7,2.6,-12.4,-11.7,-15.6,9.2,0.4,5.4,-1.3
COc1cc(O)c(C(CCN2CCCCC2)c2ccc3c(c2)OCO3)c(OC)c1 (stereo not given),21.2,12.1,-19.1,-24.5,-11.1,-2.3,2.4,8.1,-12.8
CC(C)C[C@H]1CN=C(Nc2ccccc2)N1CC1CCC(C(C)(C)C)CC1 (stereo not given in full),7.7,·,-6.8,37.4,·,-9.5,4.5,8.2,2.3
CCN(c1ccc(OC)cc1)S(=O)(=O)c1ccc2c(c1)CCN2C(=O)CCC(=O)O,20.6,9.3,-17.1,-10.9,4.5,-1.9,0.1,0.3,1.2
O=C(NCCc1ccccc1)C(c1cccs1)N(C(=O)CCl)c1ccc(Cl)cc1 (stereo not given),13.5,22.8,-2.0,-15.4,26.9,-9.2,0.2,-7.8,-10.2
O=C(O)c1ccccc1C(=O)OCc1ccccc1,17.6,2.0,-1.9,-7.3,-15.6,-0.9,0.7,-9.3,-3.3
Nc1nc2c(nnn2Cc2ccc(Cl)c(Cl)c2)c(=O)[nH]1,5.4,0.8,1.3,·,5.5,·,0.5,2.7,-1.6
C=CCOc1cccn2c(N(C)C(=O)c3ccncc3)c(CC)nc12,0.5,2.3,1.4,·,-3.4,·,0.3,-11.7,-1.9
Cc1ccc(/C=N/NC(=O)c2nnn(-c3nonc3N)c2C(C)C)s1,25.5,47.3*,-12.6,-5.3,-1.2,-3.6,12.6,-2.2,15.2
CC(C)(C)C(=O)Nc1ccc(N2CCCC2)cc1,17.7,1.5,-6.2,-2.8,-13.0,-4.8,0.3,1.4,-4.8
NC12CC3CC(C1)CC(CC(=O)O)(C3)C2,-10.2,0.6,11.7,-20.6,-1.6,0.7,0.5,-1.6,-5.0
O=C(NC1CCCC1)C(c1ccsc1)N(CCc1ccccc1)C(=O)Cc1cccs1 (stereo not given),23.2,4.5,-9.4,-16.4,1.4,-6.7,10.6,-6.8,-9.5
COc1ccc2[nH]c(O)c(NC(C)=O)c2c1,-6.1,4.6,12.9,-3.3,-0.1,-4.9,-0.2,-14.2,-2.9
CCOc1c(Cl)cc(CNc2ccc(S(N)(=O)=O)cc2)cc1OC,-10.9,26.9,9.9,5.1,-21.8,-4.0,0.8,1.6,-2.2
COc1cc(/C=C/C(=O)N2C(=O)c3cccc(N)c3C2=O)cc(OC)c1OC,-6.4,7.4,-0.3,-0.7,-12.0,-4.5,1.0,-1.5,-4.3
O=C(OCC(=O)N1CCN(C(=O)c2ccco2)CC1)c1cc(-c2ccc(F)cc2)nc2ccccc12,15.4,13.0,-10.0,-27.6,42.1,-2.3,5.1,13.4,-1.9
COc1ccc(C2SCCN2S(=O)(=O)c2ccc(NC(C)=O)cc2)cc1OC (stereo not given),11.6,2.7,-11.7,1.8,2.5,-11.7,5.9,-8.8,2.0
Cc1noc(NS(=O)(=O)c2ccc(NC(=O)c3cccc(S(=O)(=O)N(C)c4ccccc4)c3)cc2)c1C,1.0,0.1,-14.7,·,3.5,·,0.7,-1.6,-7.8
CCOc1ccc(N2CC(C(=O)NNC(=O)c3ccc(Br)cc3)CC2=O)cc1 (stereo not given),1.1,0.6,-2.8,-16.9,-10.3,5.0,0.7,-9.4,0.0
COc1ccc(NS(=O)(=O)c2ccc(N3C(=O)CCC3=O)cc2)cc1,10.2,10.4,-5.6,-7.1,0.5,-1.0,2.2,-6.1,1.0
C=CCN(C(=O)Cn1c(C(=O)OC)cc2oc(C)cc21)c1ccccc1,18.2,22.9,-19.6,-12.5,-19.6,0.4,1.7,-5.5,1.1
O=C(COC(=O)CNC(=O)C1CCCCC1)Nc1ccccc1Cl,20.5,2.2,-15.0,-6.3,-8.0,1.1,0.4,-4.3,-3.6
O=C(Nc1cccc(Cl)c1N1CCOCC1)c1ccc(Br)o1,5.0,0.7,-5.2,-30.2,-2.0,2.3,-0.2,4.5,-3.8
COCC(=O)N1CCC(Oc2ccc(C(=O)NC3CCOC(C)(C)C3)cc2)CC1 (stereo not given),-2.0,0.8,1.8,1.8,3.7,-4.3,0.5,-2.9,-1.5
CC(=O)Nc1cccc(NC(=O)CSc2nnnn2C(C)C)c1,-5.7,5.5,-4.6,3.1,-15.9,-2.5,-0.2,-8.9,-2.2
CC1CN(c2ccnc3cc(Cl)ccc23)CC(C)O1 (stereo not given),11.6,-5.0,-8.1,-7.0,3.4,1.6,2.2,-7.2,-8.3
CCOc1ccc(N(Cc2ccc(OC)cc2)C(=O)c2ccco2)cc1,18.8,4.0,-14.9,-11.8,-6.3,-10.3,-0.1,-10.9,-8.3
N#C/C(=C\c1ccc(O)cc1)C(=O)NCc1ccccc1,5.7,10.8,-5.6,-0.1,-0.8,-13.0,2.6,-2.0,3.2
